High-throughput results as filed in PubChem BioAssay.
Dynein cargo inh = dynein cargo transport inhibition. 3617.4 mouse cells, GR-EGFP nuclear translocation imaging; test concentration mostly 20 µM; stimulated with dexamethasone, 1 µM; hits give low values. z-score, hits read low. 220,000 tested, 0.47% active;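 active = plate z-score of nuclear minus cytoplasmic receptor signal below a set negative limit, without overly bright fluorescence or cell loss, cut at about -3.5 in these data, passing the limit was not always enough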;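 note: z-score of nuclear minus cytoplasmic ring GR-EGFP intensity difference per well; some compounds called inactive have numbers as strong as hits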
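Buffer or medium: tet-free, stripped-serum medium; Also added: dexamethasone, 1.0 µM final; Technique: high-content fluorescence imaging after fixation; Times: 48 h induction, 1 h compound, 30 min dex at 37 °C; Read-out: per-cell GR-EGFP intensity, nucleus versus surrounding cytoplasmic ring, well-averaged.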
WT yeast gro inh = growth inhibition of WT yeast, mitochondrial fusion screen; 190,000 tested, 2.1% active; AID 1362; inhibition, % at 10 µM; mitochondrial fusion phenotypic screen, WT strain; in the data active = inhibition above about 58%; tested in S. cerevisiae
MT stabilizer = stabilizes microtubules in HeLa cells; HeLa tubulin immunostaining HCS, 24 h; share of cells brighter than vehicle mean+2SD; % tubulin-high responders, % at 10 µM; 200,000 tested, 0.83% active; AID 2205;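 active = plate Z-score above 3 for both tubulin-high and condensed-nucleus cell shares, with cell loss under 80%, at 10 µM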;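 note: anti alpha tubulin signal scored within the nucleus-defined area of each cell; some results filed as inactive read as strong as hits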
Hep lipid drop = hepatic lipid droplet formation modulation; AML12 mouse hepatocytes, oleate lipid droplets, BODIPY imaging; inhibition, % at 6.5 µM; 240,000 tested, 0.4% active; AID 1656;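 active = lipid droplet intensity inhibited by at least 50%, with more than 500 cells counted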
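Assay system: AML12 hepatocytes (mouse) / Also added: 100 µM oleic acid challenge / Times: overnight treatment with compound plus oleate / Detection: high-content imaging of BODIPY-stained droplets and DAPI nuclei / Evaluation: % inhibition of lipid droplet signal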
Autophagy HCS = alters autophagy in cells. MEF GFP-LC3 puncta imaging; test concentration mostly 10 µM. calls only at 10 µM (by protocol). 190,000 tested, 0.98% active. AID 463193;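 active = percentage of spot-positive cells more than 3 SD above its plate mean, without a fluorescence outlier flag or 80% toxicity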;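 note: spot-positive cell cutoff set from DMSO-treated cells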
XIAP antagonists = small molecules displacing peptide from XIAP – biochemical, IAP family, fluorescence polarization (AID 1018); XIAP BIR domain, fluorescence polarization peptide displacement; higher % means a stronger effect; 200,000 tested, 0.007% active; displacement, % at 20 µM; hits with a dose series show IC50 in µM; in the data active = displacement above about 50%; note: a part of the inactive calls stands beside numbers as strong as those of hits
CSM14.1 death rescue = rescue of cells from ER stress-induced death, primary screen, 384-well, CSM14.1, thapsigargin, ATP luminescence (AID 1222); one-dose cellular ATP content (survival), % at 20 µM; EC50 in µM for titrated hits; 190,000 tested, under 10 active; CSM14.1 thapsigargin-induced death rescue, ATP luminescence; higher % means a stronger effect;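 active = EC50 below 50 µM in the dose-response confirmation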;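 note: death triggered by thapsigargin at about 15 µM added after 2 h compound pretreatment; cell ATP read after overnight thapsigargin exposure of roughly 18 to 22 hours; normalized against plate controls of thapsigargin alone and 5% DMSO vehicle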
bCat nuc transl = modulators of beta-catenin nuclear translocation; HeLa beta-catenin nuclear translocation, immunofluorescence imaging; nuclear translocation activity, % at 5 µM; 190,000 tested, 0.3% active;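 active = nuclear translocation activity above 50% at 5 µM, with a well cell count of 50 or more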;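 note: per-cell ratio of nuclear to cytoplasmic median beta-catenin stain intensity; plate controls were DMSO negative control for no effect and GSK-3 inhibitor IX positive control for full effect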
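System: HeLa cells, endogenous beta-catenin; compound dosing: 5 µM primary single dose, 0.1% DMSO, 0.02–20 µM confirmation series; incubation: 24 h compound exposure at 37°C, 5% CO2; signal: beta-catenin immunofluorescence imaging with DAPI; evaluation: % activation, nuclear-to-cytoplasmic median beta-catenin signal ratio per cell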
Insulin prom up = MIN6 insulin promoter up-regulation; MIN6 insulin promoter-GFP reporter, high-content imaging; hits give high values; z-score at 5 µM; 190,000 tested, 0.3% active; AID 1625;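 active = z-score above 3 at 5 µM with at least 500 cells counted in the well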
WT yeast gro inh mutant strain = recorded beside WT yeast gro inh, whose call it bears; inhibition, %; mitochondrial fusion phenotypic screen, mutant strain inhibition
Dynein cargo inh cytoplasmic EGFP = further read-out of Dynein cargo inh, marked with its call; z-score; measured here: cytoplasmic GR-EGFP intensity; hits give high values
Dynein cargo inh nuclear GR-EGFP = recorded beside Dynein cargo inh, whose call it bears; z-score; measured here: nuclear GR-EGFP intensity;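 lower value marks the stronger effect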
Dynein cargo inh cell count = also measured in Dynein cargo inh; calls as there; z-score; measured here: cell count per field
Insulin prom up cell count = also measured in Insulin prom up; calls as there; cell count; measured here: cytotoxicity, nuclei count;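 total cells summed across four imaged fields per well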
Hep lipid drop cells 6.5 µM = also measured in Hep lipid drop; calls as there; cell count; measured here: cell count, cytotoxicity flag;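 cells counted across two imaged fields per well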
bCat nuc transl cell count 5 µM = second read-out of bCat nuc transl, no call of its own (marks repeat the call); cell count; measured here: cell count, cytotoxicity flag
MT stabilizer Hoechst-high % = recorded beside MT stabilizer, whose call it bears; % Hoechst-high responders; measured here: nuclear condensation Hoechst responders;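 share of cells brighter than vehicle mean plus two SD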
MT stabilizer cytotoxicity % = also measured in MT stabilizer; calls as there; toxicity, %; measured here: cytotoxicity by cell density;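 0% = mean cell density of plate MIN control wells and 100% = no cells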
Autophagy HCS cell loss 18 h = recorded beside Autophagy HCS, whose call it bears; toxicity, %; measured here: cell loss, nuclei count;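 cell loss after 18 h compound exposure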
* = called active by the depositor; i = inactive; nt = not tested or not shown. Not a hit list, and some 4% of all compounds hit somewhere here.

SMILES	Dynein cargo inh	Dynein cargo inh cytoplasmic EGFP	Dynein cargo inh nuclear GR-EGFP	Dynein cargo inh cell count	WT yeast gro inh	WT yeast gro inh mutant strain	MT stabilizer	MT stabilizer Hoechst-high %	MT stabilizer cytotoxicity %	Hep lipid drop	Hep lipid drop cells 6.5 µM	Autophagy HCS	Autophagy HCS cell loss 18 h	XIAP antagonists	CSM14.1 death rescue	bCat nuc transl	bCat nuc transl cell count 5 µM	Insulin prom up	Insulin prom up cell count
CC(C)(C)SCCNC(=O)c1cccc([N+](=O)[O-])c1	0.61	0.061	1.2	-1	0	-15	1.6	2.0	7.3	-5	671	i	4	-5.4%	0.0%	-1.8	541	0.02	1224
O=C(N/N=C/C=C/c1ccc2c(c1)OCO2)c1ccc([N+](=O)[O-])cc1	-0.72	-0.055	0.004	0.66	9	9	2.4	1.4	4.8	-34	673	i	26	-4.8%	-0.1%	nt	nt	-0.21	918
COc1ccccc1N1CCN(C(=O)c2cccc(Oc3ccccc3)c2)CC1	0.78	-0.24	0.86	-1.1	42	19	3.3	3.4	3.1	-6	662	i	-3	-4.7%	-0.6%	-3.0	1086	-0.34	1227
CSCCC(NC(=O)c1ccc([N+](=O)[O-])cc1Cl)C(=O)OCC(=O)C12CC3CC(CC(C3)C1)C2 (stereo not drawn)	0.37	-0.19	0.63	-1.2	1	4	1.2	2.7	2.2	-1	623	i	7	-9.9%	-1.9%	nt	nt	0.64	1396
COc1cccc(-c2nc(N3CCCCC3C)c3ccccc3n2)c1O (stereo not drawn)	0.053	-0.2	0.29	-0.3	64*	31*	2.8	1.4	6.9	nt	nt	i	-7	2.8%	19%	-7.2	1052	-3.1	854
O=C(NCc1ccccc1Cl)C1CCN(S(=O)(=O)N2CCCCCC2)CC1	-0.38	-0.33	-0.031	-0.33	9	-2	5.0	2.4	4.2	nt	nt	i	1	2.4%	-0.6%	-1.3	974	-1.1	1224
NC(=O)C1(N2CCCCC2)CCN(Cc2ccc(Br)cc2)CC1	-0.27	0.7	0.17	0.22	nt	nt	nt	nt	nt	30	720	nt	nt	nt	nt	1.5	1337	-0.52	1111
COc1ccc(CC(=O)Nc2cc(C)c3c(=O)oc4ccccc4c3n2)cc1	nt	nt	nt	nt	6	-9	nt	nt	nt	-3	667	nt	nt	0.3%	-1.0%	0.1	1058	-0.05	1701
O=C(NC1(C(F)(F)F)C(=O)Nc2c1c(=O)[nH]c(=O)n2-c1ccccc1)c1cccnc1 (stereo not drawn)	-0.23	0.36	-0.64	-0.36	-5	17	4.2	2.2	4.2	nt	nt	i	15	-20%	0.0%	-1.9	843	1.5	1436
CCN1CCN(C(=S)c2ccc(Cl)cc2)CC1	-0.087	-0.45	-0.17	1	3	-26	1.1	1.8	5.9	5	768	i	-2	-7.3%	4.9%	-3.4	1232	nt	nt
Cc1cc2oc(C(=O)NC3CCS(=O)(=O)C3)c(C)c2cc1C (stereo not drawn)	0.013	-0.26	0.13	0.52	8	15	2.2	2.6	18	-8	696	i	1	-0.6%	nt	-0.4	1134	-0.26	1203
CSc1ccc(S(=O)(=O)NCCCOC(C)C)cc1	0.18	-0.26	0.21	-0.21	2	2	1.8	2.6	6.1	-2	723	i	-22	-4.8%	-1.7%	0.4	1129	-0.27	1370
CC(C)c1ccccc1NC(=S)N1CCN(S(=O)(=O)c2cccs2)CC1	-0.78	-0.35	-0.068	0.61	-15	7	1.6	2.1	4.9	6	656	i	28	-4.4%	-0.5%	-0.8	1140	-0.59	1286
O=C(c1ccccc1Cl)N1CCC(n2cccc2)CC1	0.49	0.26	0.31	-0.086	nt	nt	nt	nt	nt	-6	731	nt	nt	nt	nt	-1.9	1077	-0.06	1529
C=CCn1c(NC(=O)c2ccc(C)cc2)c(C#N)sc1=N	-0.1	-0.18	0.062	-0.25	-19	-15	7.0	2.5	4.7	nt	nt	i	-12	0.4%	0.3%	-3.1	839	1.1	1491
CCc1cccc(CC)c1NC(=O)Cn1c(-c2ccc(F)cc2)noc1=O	-0.16	-0.25	0.12	0.24	4	5	2.2	1.4	7.1	-5	696	i	18	-6.6%	0.2%	-2.5	1055	nt	nt
Cc1ccc(Sc2oc(/C=N/n3cnnc3)cc2Br)cc1	-0.75	-0.21	-0.47	0.86	15	1	1.3	1.8	3.2	nt	nt	i	2	-5.7%	-0.2%	-0.3	1184	-0.29	1045
CCOC(=O)CN1NC2(CCC(C)CC2)NC1=S (stereo not drawn)	-0.96	-0.024	-0.35	0.87	-4	-41	1.3	1.5	5.5	-10	708	i	6	-2.5%	-0.7%	nt	nt	0.08	980
CC(=O)Nc1ccc(S(=O)(=O)N(Cc2ccccc2)c2ccccc2)cc1	-0.62	-0.2	0.1	0.67	-8	-19	3.0	1.7	11	3	708	i	15	-7.4%	-0.6%	1.4	1538	nt	nt
COc1ccc(/C(N)=N/OC(=O)CCCc2ccccc2)cc1OC	0.13	-0.16	-0.12	0.33	-6	7	1.4	2.8	9.8	-1	630	i	-8	-5.6%	0.3%	-0.5	925	-0.24	1401
CCc1ccccc1OCC(=O)N(CC)CC(=O)NCc1ccc(F)cc1	-0.6	-0.11	-0.3	0.66	-8	-2	4.0	3.0	4.6	-17	642	i	-2	-16%	-0.1%	-1.6	1104	0.51	1613
O=C(Nc1ccc(Br)cc1F)c1cccnc1	0.66	-0.18	0.43	-1.2	15	10	5.0	3.3	4.3	4	591	i	-5	-3.4%	4.2%	-2.2	584	-0.79	1387
Cc1ccc(NC(=O)c2csnn2)c(C)c1	-0.18	-0.24	-0.25	0.88	-15	-10	3.2	1.9	7.2	-1	702	i	-1	-1.5%	-3.6%	8.6	346	nt	nt
CNc1cccc2c1C(=O)c1ccccc1C2=O	-0.69	-0.22	-0.61	0.23	20	22	3.9	1.8	1.7	33	635	i	10	-8.7%	0.1%	-1.0	940	0.27	1459
CC1CCC(C(C)C)C(=O)/C1=C\c1ccc(NC(=O)CCC(=O)O)cc1 (stereo not drawn)	0.26	-0.16	0.83	-2.1	-7	6	4.9	2.8	8.5	28	711	i	0	-1.8%	-1.7%	-2.1	1092	1.1	1297
CCOC(=O)C1C(=O)C(C(C)=O)C(=O)CC1CC(C)SCC (stereo not drawn)	0.028	-0.23	0.2	0.16	-13	-9	1.8	1.7	10	0	711	i	-12	-22%	-0.3%	-2.5	1083	0.49	853
CC(C)NC(=O)CSc1c2c(nc3ccccc13)CCCC2	-1.3	1.3	-0.44	0.35	-4	13	2.6	3.6	3.9	-2	713	i	-8	-4.3%	-1.6%	-2.2	1150	1.1	1033
O=C(c1ccccc1)N1CCC(O)(c2cccnc2)CC1	-1.2	-0.17	-0.66	1.5	6	-2	3.2	1.3	6.7	2	811	i	-8	-7.4%	5.3%	-1.4	1252	0.38	1142
CCOC(=O)C(NC(=O)c1ccc(Cl)cc1Cl)(Nc1ccc(C)cc1)C(F)(F)F (stereo not drawn)	2.1	0.17	0.097	-2.1	3	5	2.1	1.9	4.6	nt	nt	i	9	-2.9%	-0.8%	nt	nt	nt	nt
COc1ccc(OC(=O)c2cc(S(=O)(=O)N3CCCC3)ccc2Cl)cc1	-0.43	-0.17	-0.084	0.23	7	12	1.1	1.6	4.4	14	761	i	2	-18%	0.3%	-0.7	1187	0.4	876
CCCCN(CCCC)CCCNC(=O)C1CC(c2ccc(C(F)(F)F)cc2)=NO1 (stereo not drawn)	-0.11	-0.8	-0.06	0.042	nt	nt	nt	nt	nt	4	750	nt	nt	nt	nt	0.1	1170	-0.68	1084
COc1ccc(C(=O)NCC(=O)N/N=C(C)\C=C\c2ccccc2)cc1OC	-0.69	-0.16	-0.2	0.41	7	10	3.9	3.1	3.1	10	683	i	5	-3.9%	-1.0%	-1.8	1129	-0.25	1231
Cc1[nH]c2ccccc2c1NC(=O)CN1CCN(c2cccc(C(F)(F)F)c2)CC1	0.73	-0.16	0.044	-0.48	1	5	1.9	1.7	1.3	-8	767	i	3	-3.9%	-3.2%	-1.8	1228	-0.88	1189
Cc1ccccc1C(=O)Nc1nc(SCc2ccc(Cl)cc2)n[nH]1	-0.66	-0.29	-0.21	0.34	nt	nt	nt	nt	nt	-15	660	nt	nt	nt	nt	-0.5	1305	0.12	1102
O=C(COc1ncnc2ccccc12)NCCCN1CCCC1=O	-0.2	-0.18	0.11	0.57	11	31	1.8	2.6	0.1	2	808	i	-8	-6.5%	0.3%	-6.3	1204	0.62	1240
O=C(CN1C(=O)/C(=C\c2ccccc2Cl)Oc2ccccc21)NCc1cccnc1	-0.28	-0.29	-0.15	0.22	-14	-12	1.4	1.5	9.0	-12	716	i	8	-5.4%	-0.2%	-0.3	1105	-0.08	1319
COc1ccc(S(=O)(=O)n2cnc(C)c2)cc1	-0.05	-0.25	0.034	0.69	4	7	1.2	1.6	2.6	10	740	i	1	-6.3%	4.6%	0.8	1052	0.39	1403
CC(C)(C)N1CC(OC(N)=O)C1	0.22	-0.18	0.78	-0.42	nt	nt	nt	nt	nt	-3	863	nt	nt	nt	nt	-0.5	1363	-0.44	906
